Abeta rescue: qHTS for compounds that reverse cellular toxicity of Amyloid beta (A-beta) peptide in yeast: Primary Screen | Potency, µM (titrated, usually from 46.1 µM), for the others: top-dose growth rescue, hits mostly activators | yeast expressing A-beta42, growth rescue, OD600, 48 h; response scale: 0% DMSO, 100% iron-clioquinol control | actives 0.063% (n = 410,000); note: nearly all actives have a fitted effect of over 55% in size
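Growth rescue measured by 600 nm absorbance after 48 h yeast culture at 30 C with compound. Values normalized between DMSO and an equimolar ferric chloride plus clioquinol control.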
FUS yeast rescue: qHTS for Suppressors of FUS Proteinopathy: Primary screen using FUS-linked yeast assay. S. cerevisiae FUS-expressing, growth rescue, OD600, 24 h. Potency, µM (highest dose often 76.6 µM), inactives show at the top dose growth rescue (activation), actives largely listed as activators. actives 0.24% (n = 390,000). AID 1347120, 2019;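 note: plate controls were DMSO vehicle for no effect and reference control for full effect; nearly all actives have a fitted effect of over 55% in size; some results filed as inactive show a strong effect at the top dose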
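Quantitative HTS measuring growth restoration of FUS-toxic yeast. Galactose-induced cells (OD 0.005) were exposed 24hr at 30C to compounds at several concentrations, then absorbance at 600 nm was recorded.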
Numbers without * were called inactive; ? = inconclusive; [ ] = another dose, or the depositor's remark. Calls come from the whole dose curve; as a rule, active = well fitted activation curve with a large enough effect; inconclusive = small, poorly fitted or top-dose-only effect; inactive = no such curve, though single readings can be large or run the other way. Potency is the fitted concentration of half-maximal effect.

SMILES	Abeta rescue	FUS yeast rescue
Cc1ccc(CN2C(=O)c3ccccc3Sc3ccc(C(=O)NC4CCCCC4)cc32)cc1	-17.1%	26.1%
O=C(Cc1ccccc1)Nc1cccc(-c2cn3cccnc3n2)c1	-9.7%	-7.3%
CCCc1cc(N2CCN(c3ccc(OC)cc3)CC2)n2cnnc2n1	-5.5%	34.8%
O=C(C1CCN(S(=O)(=O)c2ccc(Br)s2)CC1)N1CCN(c2cccc(Cl)c2)CC1	17.4%	-9.1%
CCOC(=O)c1cc2c(=O)n3ccccc3nc2n(C)c1=NC(=O)c1c(-c2ccccc2Cl)noc1C	-24.1%	-12.5%
COC(=O)c1c(NC(=O)/C(C#N)=C/c2ccccc2)sc2c1CCC2	-7.8%	15.2%
CC(C)C(NS(=O)(=O)c1ccc2c(c1)oc(=O)n2C)C(=O)NCc1ccccc1 (centres undefined)	-10.3%	3.0%
CCC(CC)C(=O)Nc1ccc(OCc2cc(=O)n3c4c(sc3n2)CCCC4)cc1	-9.5%	-2.8%
Cc1ccc(Cl)cc1N1CCN(C(c2ccc(F)cc2)c2nnc(-c3ccccc3)o2)CC1 (centres undefined)	17.2%	17.1%
CCc1nn(C(C)C(=O)N2CCN(c3cccc(C(F)(F)F)c3)CC2)c(=O)c2cc3occc3n12 (centres undefined)	-13.9%	27.6%
O=C(C1CCCN(S(=O)(=O)c2cccs2)C1)N1CCN(c2ccccc2F)CC1 (centres undefined)	2.2%	30.8%
Cn1cc(S(=O)(=O)N2CCCC2)cc1C(=O)Nc1ccc(C(F)(F)F)cc1	-14.4%	-10.2%
Cc1cc2nnc(SCc3ccc(F)cc3)n2c2ccccc12	-7.0%	28.8%
Cc1ccc(N2CC(NC(=O)Cc3ccc(F)cc3)CC2=O)cc1 (centres undefined)	-0.2%	14.0%
Cc1cccn2c(=O)c(/C=C(\C#N)c3nc4ccccc4[nH]3)c(Oc3ccc(C(C)(C)C)cc3)nc12	11.1%	3.7%
Cc1c(CCC(=O)NCCc2ccccc2F)c(=O)oc2cc(O)ccc12	-6.5%	-6.0%
Cc1ccc(NCc2nnc3n2CCCCC3)cc1Cl	-14.8%	-10.4%
CCOC(=O)C1=C(CN2CCC(C)CC2)NC(=O)NC1c1ccc(OC(C)C)cc1 (centres undefined)	2.3%	-26.9%
CCOC(=O)N1CCN(c2ncc3c(n2)CC(c2ccc(Cl)cc2)CC3=O)CC1 (centres undefined)	-28.3%	3.3%
Cc1ccc(Cn2c(C)c3cnn(CC(=O)NCc4ccccc4)c(=O)c3c2C)cc1	-1.7%	38.1%
CCOc1ccc(/C=C/C(=O)Nc2ccc3nc(N(CC)CC)cc(C)c3c2)cc1OC	23.5%	17.5%
CC(C)(C)c1ccc(C(=O)Nc2nc3nc(-c4ccccc4)cc(=O)n3[nH]2)cc1	3.0%	24.4%
COc1cc(NC(=O)C2=C(C)Nc3nnnn3C2c2ccc(SC)cc2)c(OC)cc1Cl (centres undefined)	8.0%	5.9%
Cc1nn(-c2ccccc2)c2c1N(CC(=O)N1CCN(c3ccc(F)cc3)CC1)C(=O)CS2	-2.9%	4.7%
CCOc1ccccc1NC(=O)C1CCN(S(=O)(=O)c2ccc3[nH]c4c(c3c2)CCCCC4)CC1	9.5%	39.8%
O=C(Cn1cc(SCc2ccc(Cl)cc2)c2ccccc21)N1CCCC1	0.0%	?
COc1cc2ccccc2cc1C(=O)Nc1ccc2oc(-c3cccc(Cl)c3Cl)nc2c1	-18.5%	10.8%
CCOc1cccc2sc(N(CCN(CC)CC)C(=O)c3ccco3)nc12	-32.9%[inhibitor]	-2.5%
Cc1ccc(CNC(=O)CSC2=Nc3ccccc3N=C(c3ccc(F)cc3)C2)cc1	-8.2%	8.2%
COc1ccc(-n2cc(C(=O)N(CCN(C)C)Cc3ccccc3)c3ccccc3c2=O)cc1	0.0%	22.4%

Pulled by compound from the list above:
SMILES	Abeta rescue	FUS yeast rescue
Cc1nn(-c2ccccc2)c2c1N(CC(=O)N1CCN(c3ccc(F)cc3)CC1)C(=O)CS2	-2.9%	4.7%
COc1ccc(-n2cc(C(=O)N(CCN(C)C)Cc3ccccc3)c3ccccc3c2=O)cc1	0.0%	22.4%

Other records follow.
SMILES	Abeta rescue	FUS yeast rescue
CCOC(=O)c1cnc2c(ccc3ccccc32)c1Nc1ccccc1OCC	-8.6%	-3.3%
Cc1cc(C)c(NC(=O)c2cc3c(=O)n4ccccc4nc3n2C)c(C)c1	-11.0%	-7.1%
COc1ccc(CNc2ncnc3onc(-c4ccc(F)cc4)c23)cc1	-22.1%	41.6%
Cc1ccc(-c2nc(S(=O)(=O)c3ccc(C)cc3)c(SCC(=O)Nc3ccc(F)cc3)o2)cc1	11.7%	-13.2%
CCOC(=O)c1c(NC(=O)c2ccc(OC)cc2)sc2c1CCCCC2	6.1%	-6.4%
COc1ccc(NC(=O)c2oc3ccccc3c2NC(=O)C2CCCCC2)c(OC)c1	5.2%	-18.8%
COc1ccc(OC)c(NC(=O)c2cc(-c3ccc(Cl)s3)nc3ccccc23)c1	-18.7%	-38.8%
Cn1c(=O)c2c(-c3ccccc3Br)n(CCc3ccccc3)cc2n(C)c1=O	-14.9%	40.7%
COc1ccc(S(=O)(=O)NCCc2csc3nc(-c4ccccc4)nn23)cc1OC	0.2%	15.9%
COc1ccc(OC)c(NC(=O)CCc2nc(-c3ccc(C)cc3)no2)c1	-11.5%	-4.0%
Cc1ccccc1N1CCN(S(=O)(=O)c2nnc(NC(=O)c3ccccc3)s2)CC1	-12.9%	-7.4%
CCOc1ccc(-c2nc(SCC(=O)Nc3cc(F)ccc3F)n3[nH]c(=O)cc3n2)cc1	-16.3%	0.4%
Cc1cccc(CSc2ncc(CO)n2Cc2ccc(F)cc2)c1	-8.3%	-2.8%
COc1ccc(-n2ccnc(NCc3ccccc3Cl)c2=O)cc1OC	-8.9%	3.3%
COc1cc(NC(=O)c2nnn(CC(=O)Nc3ccccc3)c2N)cc(OC)c1	-12.2%	11.0%
CCOc1ccc(C(=O)OCc2cc(=O)n3nc(C4CC4)sc3n2)cc1	-1.6%	22.3%
O=C1c2[nH]nc(-c3ccccc3O)c2C(c2ccc(Cl)cc2)N1Cc1ccco1 (centres undefined)	15.2%	37.3%
CCc1ccc(NC(=O)c2sc3nc(-c4ccccc4)cn3c2C)cc1	-12.1%	-4.7%
CSC1=NC2(CCN(C(=O)NC3CCCCC3)CC2)N=C1c1ccc(C)cc1	5.4%	7.6%
COC(=O)c1ccc(NC(=O)CN2C(=O)CC(c3ccccc3)Sc3ccccc32)cc1 (centres undefined)	-3.4%	1.7%
Cc1cc(S(=O)(=O)C(CNC(=O)c2ccc(OC(C)C)cc2)c2cccs2)ccc1F (centres undefined)	-12.5%	-3.3%
CCN1c2ccccc2-c2nc(SCC(=O)Nc3cc(OC)cc(OC)c3)ncc2S1(=O)=O	-12.7%	-25.5%
Fc1ccc(Nc2nc(SCc3ccccc3Cl)nc3ccccc23)cc1	-45.3%[inhibitor]	-4.1%
COc1cc(-c2nnc(SCC(=O)Oc3ccc(C)cc3C)o2)cc(OC)c1OC	-0.9%	-9.4%
COc1cccc(CSc2nc3n(n2)C(CC(C)C)C(C(=O)Nc2ccccc2C)=C(C)N3)c1 (centres undefined)	-2.3%	-22.3%
CN1CCN(C(CNC(=O)C(=O)Nc2ccccc2)c2ccc3c(c2)OCO3)CC1 (centres undefined)	0.6%	-4.9%
COc1cc(C2CC(=O)c3c([nH]c(C(=O)OC4CCCCC4)c3C)C2)cc(OC)c1OC (centres undefined)	-5.9%	1.9%
CCN(CC)CCOC(=O)c1ccc(NC(=O)CCn2c(=O)oc3ccccc32)cc1	2.9%	-2.5%
N#Cc1c(N)n(-c2cccc(Cl)c2)c2nc3ccccc3nc12	-13.0%	-10.7%
COc1ccc(NC(=O)C2CCN(S(=O)(=O)c3c(C)noc3/C=C/c3ccc(C)cc3)CC2)cc1Cl	-11.5%	7.8%
COc1ccc(-c2nc3c(C#N)c[nH]n3c2NC2CCCC2)cc1	-19.1%	11.0%
CCNC(=O)C1CCN(S(=O)(=O)c2ccc3c(c2)CCCN3C(C)=O)CC1	7.1%	11.4%
Cc1ccc(CN(C(=O)COc2ccc(Br)cc2)c2ccccn2)o1	-13.1%	23.3%
Cc1ccc(-n2nc3ccc(NC(=O)Cc4ccc(Cl)cc4)cc3n2)cc1	-5.8%	8.7%
Cc1cc(=O)[nH]c2nnc(SCc3cccc(C(F)(F)F)c3)n12	-6.3%	-2.8%
Cc1ccc(NC(=O)CSc2ncccc2C(=O)Oc2ccccc2Cl)cc1Cl	-4.3%	14.2%
Cc1ccc(CN2CCN(C3CCNCC3)C(=O)C2=O)cc1	-17.7%	6.1%
CCn1c2ccccc2c2cc(CN3CCN(Cc4cccc(Cl)c4)CC3)ccc21	-35.7%[inhibitor]	18.8%
CCOCCCNC(=O)c1cc(=O)[nH]c2ccc(S(=O)(=O)N3CCCC3)cc12	-3.9%	6.8%
CCOc1cc(CNc2ccc(O)cc2)cc(Cl)c1OCc1ccccc1	-31.6%	24.3%
COc1ccc(CNC(=O)c2c3c(nc4ccccc24)C(=O)N(C2CCCCC2)C3)c(OC)c1	-4.6%	-25.9%
CCc1nnc2c(NCc3cccc(OC)c3)nc3ccccc3n12	-11.7%	-11.6%
Cc1ccc(-n2cc(-c3ccccc3)c3c(N4CCC(C)CC4)ncnc32)cc1Cl	3.6%	-14.0%
CS(=O)(=O)n1nc(-c2ccco2)nc1NCc1ccccc1Cl	-6.3%	18.6%
COc1ccc(Cn2c(CO)cnc2SCc2cccc(C)c2)cc1	3.6%	3.7%
COC(=O)c1c(SCC(=O)Nc2cccc(C(F)(F)F)c2)[nH]c2ccccc2c1=O	-40.6%[inhibitor]	16.4%
CCc1nn2c(=O)cc(COC(=O)c3ccccc3NC(=O)COc3ccc(F)cc3)nc2s1	2.4%	-13.5%
Cn1c(=O)c2c([nH]c(=O)n2Cc2ccc(Cl)cc2Cl)n(C)c1=O	-5.2%	-11.7%
COc1ccc(C2CC(=O)c3cc(-c4nc(-c5cccc(Cl)c5)cs4)c(=O)[nH]c3C2)cc1OC (centres undefined)	-10.9%	8.9%
CCc1ccc(C(=O)c2cn(CC(=O)Nc3cccc(C)c3C)c3nc(C)ccc3c2=O)cc1	-44.2%[inhibitor]	6.8%

(listing goes on)
SMILES	Abeta rescue	FUS yeast rescue
O=C1CC(c2ccccc2)Cc2[nH]c(=O)c(C(=O)Nc3cccc(Cl)c3)cc21 (centres undefined)	-4.2%	-14.2%
O=C(CCSCCc1ccccn1)Nc1ccccc1C(F)(F)F	-5.2%	4.3%
COC(=O)c1ccc(NC(=O)c2c(NCc3ccc(OC)c(OC)c3)sc3c2CCCC3)cc1	-9.0%	40.1%
COc1ccc(OC)c(NCc2cccn2-c2nnc(N3CCCCC3)s2)c1	4.8%	32.1%
O=c1cc(-c2ccccc2)n2c(SCc3cccc([N+](=O)[O-])c3)nnc2[nH]1	1.2%	-1.6%
Cc1cccc(C2CC(=O)Oc3c2c(=O)n(C)c2ccccc32)c1 (centres undefined)	-15.5%	6.4%
Cc1cc(-c2ccc(C)c(S(=O)(=O)Nc3ccccc3C(F)(F)F)c2)on1	-2.3%	21.5%
O=C(CN1C(=O)COc2ccc(S(=O)(=O)N3CCCCCC3)cc21)NCCc1ccccc1	10.8%	41.8%
Cc1ccc(CNS(=O)(=O)c2cc(C(=O)Nc3cccc(C(F)(F)F)c3)ccc2F)cc1	-6.5%	2.0%
CC(CNC(=O)C1CCN(C(=O)c2cc3sccc3n2C)CC1)c1ccccc1 (centres undefined)	-3.1%	21.6%
CCc1ccccc1NC(=O)Nc1nnc(N(CC)c2ccccc2)s1	7.4%	-28.0%
CC1=C(C(=O)Nc2cc(Cl)ccc2C)C2(CCCCC2)OC1=O	9.4%	0.9%
CC(C)CN1CCc2nc(Nc3ccc(F)cc3F)ncc2C1	-19.3%	-6.0%
CC(C)C(NS(=O)(=O)c1ccc2c(c1)oc(=O)n2C)C(=O)NCCc1ccccc1 (centres undefined)	-8.2%	1.7%
Cc1cccc(N2C(=O)CSC23C(=O)N(C)c2ccccc23)c1 (centres undefined)	-15.3%	-14.0%
CCCCNC(=O)c1cnc2c(-c3ccc(OCC)c(OCC)c3)c(C)nn2c1-c1ccccc1	-2.1%	-7.7%
Cc1sc2ncn(CC(=O)N3CCN(c4ccccc4)CC3)c(=O)c2c1S(=O)(=O)N1CCC(C)CC1	-16.4%	25.1µM*
CC(CNC(=O)c1ccc(CSc2nc3ccncc3n2Cc2ccccc2)cc1)c1ccccc1 (centres undefined)	-4.6%	36.2%
COc1ccc(OCC(=O)NCc2ccc3c(c2)CCN3C(=O)c2cccc(C)c2)cc1	3.4%	-9.4%
O=C(Nc1cc(-c2ccc(Cl)cc2)no1)c1ccc(F)cc1	-15.5%	-18.9%

Record cards, as listed above. Values in the order: Abeta rescue	FUS yeast rescue
Shown for `COc1ccc(OCC(=O)NCc2ccc3c(c2)CCN3C(=O)c2cccc(C)c2)cc1` : 3.4%	-9.4%
Shown for `CC(CNC(=O)c1ccc(CSc2nc3ccncc3n2Cc2ccccc2)cc1)c1ccccc1` (centres undefined) : -4.6%	36.2%
Shown for `Cc1cccc(N2C(=O)CSC23C(=O)N(C)c2ccccc23)c1` (centres undefined) : -15.3%	-14.0%
Shown for `CC(C)C(NS(=O)(=O)c1ccc2c(c1)oc(=O)n2C)C(=O)NCCc1ccccc1` (centres undefined) : -8.2%	1.7%
Shown for `O=C(Nc1cc(-c2ccc(Cl)cc2)no1)c1ccc(F)cc1` : -15.5%	-18.9%

Not all compounds are listed; the hit share may differ from the screen's.
